Source: PubChem BioAssay
TEAD-YAP block – TEAD-YAP interaction inhibition | HEK-TIYL cells, TEAD-Gal4/YAP UAS-luciferase luminescence | inhibition, % at 9.12 µM | 1.4% of 640,000 active | AID 1259422; in the data active = inhibition above about 32%;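 also: 0% = median of test compound wells and 100% = reference inhibitor wells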
GPR151 activ – activates the human receptor GPR151; 1% of 650,000 active; PathHunter beta-arrestin GPR151 cells, luminescence; AID 1508602; activation, % at 11.2 µM; in the data active = activation above about 4.9%;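 also: 0% = median of compound wells and 100% = cells with positive control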
Target sequence (Q8TDV0 whole entry, looked up): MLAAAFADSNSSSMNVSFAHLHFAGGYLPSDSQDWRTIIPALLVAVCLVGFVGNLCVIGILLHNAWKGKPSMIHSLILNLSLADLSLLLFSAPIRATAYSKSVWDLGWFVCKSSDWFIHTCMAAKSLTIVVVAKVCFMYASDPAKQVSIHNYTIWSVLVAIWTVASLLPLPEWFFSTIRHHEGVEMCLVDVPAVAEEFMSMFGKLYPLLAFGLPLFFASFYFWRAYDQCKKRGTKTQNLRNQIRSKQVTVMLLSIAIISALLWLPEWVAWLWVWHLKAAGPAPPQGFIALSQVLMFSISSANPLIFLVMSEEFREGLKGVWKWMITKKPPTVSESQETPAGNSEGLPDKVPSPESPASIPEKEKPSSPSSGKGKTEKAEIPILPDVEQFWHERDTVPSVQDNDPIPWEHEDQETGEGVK
MITF inh – human MITF inhibition, primary screen | AlphaScreen MITF homodimerization, bead proximity signal | inhibition, % at 2.6 µM | 0.91% of 650,000 active; in the data active = inhibition above about 50%;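 also: 0% = vehicle wells with protein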
FBW7 act – activators of human E3 ligase FBW7; AlphaScreen FBW7–phospho-cyclin E peptide binding, activator screen; normalized activity (activation), % at 26.1 µM; 0.13% of 650,000 active; Q969H0; in the data active = normalized activity above about 1.9%;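 also: purified mutant Fbw7 with reduced substrate affinity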
Target sequence (Q969H0 whole entry, looked up): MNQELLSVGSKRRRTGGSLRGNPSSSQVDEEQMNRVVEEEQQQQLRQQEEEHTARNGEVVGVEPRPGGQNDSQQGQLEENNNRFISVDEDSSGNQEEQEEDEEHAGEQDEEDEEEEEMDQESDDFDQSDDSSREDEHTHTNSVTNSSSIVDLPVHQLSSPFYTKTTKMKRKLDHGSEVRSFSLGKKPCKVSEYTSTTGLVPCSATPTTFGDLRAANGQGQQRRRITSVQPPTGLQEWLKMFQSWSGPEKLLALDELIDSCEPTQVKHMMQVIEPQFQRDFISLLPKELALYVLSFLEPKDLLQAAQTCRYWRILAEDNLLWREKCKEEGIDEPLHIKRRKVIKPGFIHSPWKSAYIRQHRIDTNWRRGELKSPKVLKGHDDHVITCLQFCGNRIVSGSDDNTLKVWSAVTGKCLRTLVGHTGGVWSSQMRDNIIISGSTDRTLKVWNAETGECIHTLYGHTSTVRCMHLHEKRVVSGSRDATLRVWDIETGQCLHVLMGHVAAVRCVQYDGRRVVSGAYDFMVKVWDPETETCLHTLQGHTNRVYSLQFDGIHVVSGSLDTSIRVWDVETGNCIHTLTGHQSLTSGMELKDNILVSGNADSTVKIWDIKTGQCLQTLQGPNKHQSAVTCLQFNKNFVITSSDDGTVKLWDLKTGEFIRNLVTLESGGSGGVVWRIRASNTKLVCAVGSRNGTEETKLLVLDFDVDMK
Numbers without * were called inactive.

SMILES	TEAD-YAP block	GPR151 activ	MITF inh	FBW7 act
COc1cc(C2C(C(=O)OC(C)C)=C(C)NC3=C2C(=O)CC(c2ccccc2)C3)ccc1OCc1ccccc1 (stereo not given)	4.6	0.0	64.2*	0.2
Cc1ccccc1C(=O)Nc1ccc(-c2nc3ccccc3o2)c(O)c1	-38.4	0.1	-14.2	0.2
CCOC(=O)N1CCN(c2c(N3CCN(CC)CC3)c(=O)c2=O)CC1	2.2	-0.3	11.5	0.5
CC(C)OC(=O)CSc1nc2cccnc2n1C	14.7	-0.1	9.2	1.2
c1ccc(-c2cn[nH]c2C2CCN(C3CCSCC3)CC2)cc1	6.0	2.5	-4.9	0.0
CN(C)Cc1c(O)ccc2c(=O)c(Oc3ccccc3F)coc12	-7.0	3.4	5.4	0.4
Cn1c(Sc2ccc([N+](=O)[O-])cn2)nc2ccccc21	12.4	1.1	-5.7	0.0
N#Cc1c(NC(=O)c2nn3c(C(F)(F)F)cc(-c4ccccc4)nc3c2Br)sc2c1CCCCC2	-5.4	0.8	-15.5	-0.1
COc1ccc(S(=O)(=O)NNC(=S)NCC2CCCO2)c(OC)c1 (stereo not given)	-1.1	5.0*	0.9	0.0
O=C(/C=C/c1ccccc1)Nc1ccc(F)c(F)c1	-76.1	0.3	-12.6	-0.1
CC1CCc2sc(NC(=O)c3cc(Cl)ccc3[N+](=O)[O-])c(C#N)c2C1 (stereo not given)	51.0*	-1.3	8.9	0.1
COC(=O)C1=C(N)OC2=C(C(=O)CC(c3ccccc3)C2)C1c1ccc([N+](=O)[O-])cc1 (stereo not given)	7.8	2.9	-4.7	-0.1
CCOc1ccc(N2C(=O)/C(=C\c3cccc(OC)c3OC)C(C(=O)OC)=C2C)cc1	8.8	-0.6	3.5	0.6
O=c1c(Cc2ccccc2)c(O)nc2n1CCCS2	-4.7	0.1	9.8	0.0
O=C(c1ccc(Cl)cc1)c1cn[nH]c1-c1ccccc1O	4.8	-1.3	-2.3	0.1
Cc1ccc(NC(=O)c2cc(S(=O)(=O)N3CCN(c4ccccc4F)CC3)ccc2F)cc1	-3.3	-0.6	-36.0	0.0
CCC(C)C(=O)N1CCc2cc(-c3csc(N)n3)ccc21 (stereo not given)	16.7	0.2	4.3	-0.2
COc1ccc(C)cc1NC(=O)CCN1CCN(c2ccccc2)CC1	-4.2	-1.2	17.5	0.4
Cc1ccc2occ(C3Nc4ccccc4NC4=C3C(=O)CC(c3ccccc3Cl)C4)c(=O)c2c1 (stereo not given)	11.6	1.9	11.9	-0.1
COc1cccc(/C=C2\N=C(c3ccc(C(C)(C)C)cc3)OC2=O)c1OC	2.3	-0.2	-5.7	-0.1

Gathered by group: those above with an NH in an aromatic ring
SMILES	TEAD-YAP block	GPR151 activ	MITF inh	FBW7 act
c1ccc(-c2cn[nH]c2C2CCN(C3CCSCC3)CC2)cc1	6.0	2.5	-4.9	0.0
O=C(c1ccc(Cl)cc1)c1cn[nH]c1-c1ccccc1O	4.8	-1.3	-2.3	0.1

The list continues:
SMILES	TEAD-YAP block	GPR151 activ	MITF inh	FBW7 act
CS(=O)(=O)c1cccc(C(=O)Nc2nc(-c3nc4ccccc4s3)cs2)c1	-44.1	-0.6	6.7	0.0
CCCCc1ccc(C(=O)N/C(=C\c2ccc(F)cc2)C(=O)Nc2cc([N+](=O)[O-])ccc2C)cc1	-9.0	1.1	3.4	0.0
O=C(c1c[nH]c(=O)n(-c2ccc(F)c(Cl)c2)c1=O)N1CCCc2ccccc21	38.2*	-0.2	-1.8	0.1
CC(C)(C)n1cccc1/C=C1\C(=O)NC(=O)N(c2ccc(Br)cc2)C1=O	-0.8	1.1	12.9	-0.1
COc1ccccc1/C=C1\N=C(c2ccc(Cl)c(Cl)c2)OC1=O	-4.2	0.1	-1.7	-0.2
O=C(NCCc1ccccc1)c1cc(Sc2ccc(F)cc2)nc2ccccc12	-13.3	-0.1	3.3	-0.2
O=C(c1ccoc1)N1CCC(Oc2cccc(CN3CCc4ccccc4C3)c2)CC1	11.3	-0.2	-1.5	0.0
CCOc1ccc(-n2c(SCC(=O)NCC3CCCO3)nc3n[nH]c(C)c3c2=N)cc1 (stereo not given)	-7.3	0.3	-0.1	0.0
CCC1S/C(=N\N=C\c2cccc3ccccc23)NC1=O (stereo not given)	2.1	-0.3	1.9	0.6
COCCn1c(=NC(=O)c2ccc([N+](=O)[O-])s2)sc2cc(OC)c(OC)cc21	-0.2	0.8	-8.0	0.5
CCC[C@@H]1NC(=O)[C@H]2CN(Cc3cccs3)CCN2C1=O	5.3	-0.6	-2.6	-0.2
COc1ccc(CNc2ncnc3c2c(-c2ccccc2)cn3-c2ccc(Cl)cc2)cc1	-2.7	-1.6	0.9	-0.1
CC(=O)N(C(=O)/C=C/c1ccccc1)S(=O)(=O)c1ccc(N=NN(C)C)cc1	-0.1	0.1	-5.4	0.5
Cc1ccc(NC(=O)c2cc(-c3ccco3)on2)cc1C	-67.9	-0.6	-2.0	-0.1
CC(=O)c1ccccc1-c1ccc2c(c1)CC(CNC(=O)Cn1nc(C)nc1C)O2 (stereo not given)	10.1	0.5	10.9	-0.1
Cc1ccc(N2NC(=O)/C(=C/c3ccccc3O)C2=O)cc1C	4.3	0.4	-4.1	-0.1
CSCCC(NC(=O)c1ccc(Cl)cc1Cl)C(=O)Nc1ccc(C#N)cc1 (stereo not given)	5.3	0.8	3.3	-0.2
CC(=O)Nc1ccc(CN2CCCC(C)C2)cc1 (stereo not given)	-1.8	0.7	2.9	0.7
O=c1c2nccnc2nc(SCc2ccccc2F)n1Cc1ccco1	2.0	-2.0	-12.0	0.1
CCCCC1=NN2C(=N)/C(=C/c3ccc(OC)cc3)C(=O)N=C2S1	6.9	-1.7	23.4	0.5
CC(C)CC(=O)Nc1ccc2c(c1)CCN2C(=O)C1CC1	-11.8	-2.1	-6.9	0.1
Cc1nnc(NC(=O)CSc2nnc(CNC(=O)c3ccco3)n2-c2ccc(F)cc2)s1	-9.1	0.8	2.4	-0.2
CC(C)c1ccc(-c2c(C#N)c(N)nc3sc(C(=O)c4ccccc4)c(N)c23)cc1	-6.0	0.0	8.6	0.0
COC(=O)c1sc(NC(=O)c2ccc(Cl)cc2)c(C#N)c1C	-18.1	0.2	18.0	0.1
COc1ccc(N2C(=O)c3ccccc3C2=O)cc1	-2.3	-1.5	4.0	-0.1
COc1cc(C)c(/C=C2/N=C(c3ccccc3Cl)OC2=O)cc1C(C)C	0.6	0.8	-8.2	0.1
O=C(c1cc2ccccc2[nH]1)N1CCC(Cn2cnc3ccccc32)CC1	-4.7	0.1	50.2	-0.4
COc1cccc(C2C(C#N)=C(N)Oc3n[nH]c(-c4cccc([N+](=O)[O-])c4)c32)c1OC (stereo not given)	0.1	-0.5	11.1	0.0
CC(=O)Nc1ccc(NC(=O)c2cccc(I)c2)cc1	-5.6	-1.3	19.1	0.3
COc1ccc(NC(=O)C2C3NC(=S)N(c4ccc(C)cc4)C2(C)Oc2ccccc23)cc1 (stereo not given)	5.4	-0.3	30.4	-0.1
COc1ccc(NC(=O)CN(c2cc(C(F)(F)F)ccc2Cl)S(C)(=O)=O)cc1OC	-21.7	-2.3	1.1	0.0
CCc1ccccc1NC(=O)C1CCN(S(=O)(=O)c2ccc3c(c2)CCC(=O)N3)CC1	-3.1	0.3	-2.0	-0.1
COc1ccccc1NS(=O)(=O)c1ccc(C(=O)OC(C)C(N)=O)cc1 (stereo not given)	2.3	-0.8	13.4	0.3
Cc1ccc(NC(=O)CN2CCC(C(N)=O)CC2)c(Cl)c1	-4.8	-0.4	-0.8	-0.1
CN(C)CCNc1ccc([N+](=O)[O-])cc1Cl	-1.9	1.2	-8.4	-0.1
Cc1nnc(SCC(=O)Nc2ccc(Cl)cc2[N+](=O)[O-])[nH]c1=O	3.7	-0.3	16.6	0.3
O=C1Cc2cc(S(=O)(=O)NC3CC3)cc3c2N1CCC3	-2.8	1.2	-1.3	-0.1
Cc1ccc(CN(CC(=O)NC(C)(C)C)C(=O)c2csnn2)cc1	-0.8	-0.2	7.2	0.9
COc1ccccc1CNC(=O)c1ccc(OC)c([N+](=O)[O-])c1	6.7	-0.7	-1.5	0.0
Cc1cccc(NS(=O)(=O)c2ccc(NS(=O)(=O)c3ccccc3[N+](=O)[O-])cc2)c1	2.8	0.8	7.6	0.0

Pulled by compound from above:
SMILES	TEAD-YAP block	GPR151 activ	MITF inh	FBW7 act
Cc1cccc(NS(=O)(=O)c2ccc(NS(=O)(=O)c3ccccc3[N+](=O)[O-])cc2)c1	2.8	0.8	7.6	0.0
COc1ccccc1CNC(=O)c1ccc(OC)c([N+](=O)[O-])c1	6.7	-0.7	-1.5	0.0
Cc1ccc(NC(=O)CN2CCC(C(N)=O)CC2)c(Cl)c1	-4.8	-0.4	-0.8	-0.1
CCc1ccccc1NC(=O)C1CCN(S(=O)(=O)c2ccc3c(c2)CCC(=O)N3)CC1	-3.1	0.3	-2.0	-0.1
Cc1ccc(CN(CC(=O)NC(C)(C)C)C(=O)c2csnn2)cc1	-0.8	-0.2	7.2	0.9
CN(C)CCNc1ccc([N+](=O)[O-])cc1Cl	-1.9	1.2	-8.4	-0.1

The listing continues:
SMILES	TEAD-YAP block	GPR151 activ	MITF inh	FBW7 act
CN(C)Cc1c(C(=O)N/N=C/c2ccc(C(F)(F)F)cc2)nnn1-c1nonc1N	-11.6	-1.0	13.8	0.1
COc1ccc(-n2nc3c(c2NC(=O)c2ccc(C)cc2)CSC3)cc1	-1.4	0.1	-1.8	0.2
Cc1cccc(NC(=O)c2ccc(F)c(S(=O)(=O)N3CC(C)CC(C)C3)c2)c1 (stereo not given)	-1.9	-0.7	-0.6	0.0
CCOC(CNC(=O)c1nnc(Cc2cccc(Cl)c2)o1)OCC	-17.4	-0.9	-18.0	0.1
Cc1ccc(OCC(=O)Nc2ccc(N3CCOCC3)c(Cl)c2)cc1	5.4	-1.1	6.4	0.3
Cc1cc2c(=O)n(CC(=O)NCCN3CCOCC3)cnc2s1	9.5	1.1	7.6	0.0
CCOC(=O)c1c(C)oc2ccc(N(C(=O)c3ccc([N+](=O)[O-])cc3)S(=O)(=O)c3ccc4ccccc4c3)cc12	6.4	-0.5	12.8	0.2
CC(C(=O)NC1CCCC1)c1ccc([N+](=O)[O-])cc1 (stereo not given)	6.3	0.7	16.9	0.5
Cc1ccc(NC(=O)Nc2cccc(C)n2)cc1	-53.9	-0.4	7.7	0.1
Cc1ccc(/C=C/C(=O)NCc2ccco2)o1	-10.0	-1.2	64.5*	-0.1
COc1ccccc1C1(CCC(=O)O)CCC(=O)NC1=O (stereo not given)	0.1	-0.5	-9.6	-0.1
Cc1ccccc1CNC(=O)c1ccc(F)cc1	3.9	1.0	9.9	0.2
CCOc1ccc(/C=C/C(=O)Nc2ccc(Cl)c([N+](=O)[O-])c2)cc1	-6.5	-0.9	3.0	-0.1
O=C1CC(c2cccc([N+](=O)[O-])c2)c2ccc3ccccc3c2N1 (stereo not given)	10.3	-1.0	6.3	0.0
O=C(CSc1n[nH]c(=O)[nH]c1=O)Nc1ccc(C(=O)O)cc1	-3.7	-0.3	-3.7	-0.1
C#CCN1C(=O)S/C(=C/c2cc(Br)c(O)c(OC)c2)C1=O	6.0	-0.4	-14.5	-0.1
COC(=O)c1ccccc1N(Cc1ccccc1)S(=O)(=O)c1ccccc1	5.1	0.3	17.2	0.5
O=C(Cc1c(F)cccc1Cl)N1CCc2ccccc2C1	0.8	0.4	8.1	0.1
Cc1cccc(C(=O)Nc2cccc(-c3cc4ccccc4oc3=O)c2)c1	2.6	-1.3	19.4	0.1
COc1ccc(/C=C/C(=O)c2cccc([N+](=O)[O-])c2)cc1	8.2	0.8	26.3	0.1

Compound profiles (already shown). Order of values: TEAD-YAP block, GPR151 activ, MITF inh, FBW7 act
COC(=O)c1ccccc1N(Cc1ccccc1)S(=O)(=O)c1ccccc1 as listed: 5.1, 0.3, 17.2, 0.5
COc1ccccc1C1(CCC(=O)O)CCC(=O)NC1=O (stereo not given) as listed: 0.1, -0.5, -9.6, -0.1

More records.
SMILES	TEAD-YAP block	GPR151 activ	MITF inh	FBW7 act
CCn1cc(C2=NOC(C(=O)Nc3c(C)nn(Cc4ccc(F)cc4)c3C)C2)c(C)n1 (stereo not given)	-0.7	0.0	6.7	0.2
COCCn1nnnc1C(C(C)C)N(CCO)Cc1cc2cc(C)c(C)cc2[nH]c1=O (stereo not given)	-5.0	0.2	18.9	0.1
CCCCCn1c(=N)c(C(N)=O)cc2c(=O)n3ccccc3nc21	-7.3	1.9	2.2	-0.3
Cc1ccc(C2=NN(C(=O)CCC(=O)O)C(c3cc4ccccc4nc3Cl)C2)cc1 (stereo not given)	-0.8	-0.1	0.0	-0.1
COc1ccccc1C1CC(=O)NC2=C1C(=O)CC(c1ccccc1Cl)C2 (stereo not given)	-4.9	2.1	2.9	-0.2
COc1ccc(OC)c(NC(=O)CSc2nc3ccccc3s2)c1	2.3	-0.3	4.2	0.1
C/C(=N\NC(=O)CNC(=O)c1ccco1)c1ccc(Br)cc1	-0.8	-0.5	12.2	0.0
O=C1OCc2cc(NC(=O)C(F)(F)F)ccc21	-32.3	-0.3	-8.3	0.2
CCn1cc(/C=C2/C(=O)N(CCOC)C(=O)N(c3ccccc3)C2=O)c2ccccc21	7.4	0.0	23.6	0.2
CCOC(=O)C1=C(C)N(CC(C)C)C(=O)/C1=C\c1ccc(F)cc1	-1.4	2.1	-2.6	0.1
Cc1ccc(CSc2nc3sc4c(c3c(=O)n2Cc2ccccc2)CCC4)c(C)c1	2.5	-0.1	1.9	0.0
C=C(C)CN(CC)C(=O)CSc1nc(O)cc(=O)n1C1CCCC1	2.1	-0.5	1.0	0.5
CCC(C)(C)c1ccc(OCCOCCn2cc([N+](=O)[O-])nc2C)c(C(C)(C)CC)c1	1.4	5.6*	-9.4	0.0
O=C(c1ccc([N+](=O)[O-])cc1)c1nc2c(n1O)CCCC2	8.4	-0.5	14.4	-0.1
